Assay outcomes (PubChem BioAssay)
Cardio protect: cardioprotection against H2O2-induced cell death, primary screen, uHTS, H9c2 cells, ATPLite luminescence; H9c2 cardiomyocytes, H2O2 injury protection, 2 h; protection from H2O2 cell death, % at 20 µM; hit rate 0.63% among 360,000; AID 588492, 2011;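 active = compounds giving at least 50% protection of heart cells from peroxide-induced death in the single-dose screen, raw or plate-pattern-corrected value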;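 also: 0% = DMSO wells with peroxide and 100% = DMSO wells without peroxide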
MC4R antagonist: MC4R antagonists of cAMP signaling, primary screen, cell-based, TR-FRET, antagonist arm of biased-ligand search; Melanocortin receptor 4 (Homo sapiens), P32245; AID 540295, 2011; MC4R-expressing cells, MTII-stimulated cAMP, LANCE TR-FRET; hit rate 0.48% among 360,000; inhibition, % at 6.5 µM;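 active = inhibition above its plate's cutoff, the mean of tested wells on that plate plus 3 SD, cut at about 29% in these data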;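 also: 0% = Melanotan II alone and 100% = Melanotan II plus saturating MCL0020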
Target sequence (P32245 whole entry, looked up): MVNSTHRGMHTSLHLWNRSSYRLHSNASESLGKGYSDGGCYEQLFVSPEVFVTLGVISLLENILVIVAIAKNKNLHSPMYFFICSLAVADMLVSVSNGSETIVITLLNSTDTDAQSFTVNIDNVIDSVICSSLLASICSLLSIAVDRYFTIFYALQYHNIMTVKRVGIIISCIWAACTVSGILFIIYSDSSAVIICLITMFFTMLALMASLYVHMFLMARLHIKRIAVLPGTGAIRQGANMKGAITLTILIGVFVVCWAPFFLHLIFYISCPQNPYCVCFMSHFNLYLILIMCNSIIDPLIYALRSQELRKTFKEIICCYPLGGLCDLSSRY
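System: U2OS-MC4R stable cell line; Technique: Eu-cAMP/anti-cAMP TR-FRET, emission 671 nm; Repeats: single well per compound; Also added: Melanotan II; Dosing: one concentration, 6.5 µM nominal; Schedule: 30-min compound, 1-h challenge, 1-h detection, room temperature.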
aDG glyco up: activators of alpha-DG glycosylation, primary screen, uHTS, Pro5-aDG cells, AlphaScreen; alpha-DG glycosylation AlphaScreen (IIH6); 0% Pro5, 100% B10-LARGE cell signal; AID 624168, 2012; hit rate 0.22% among 360,000; activation, % at 10 µM;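 active = activation of at least 8% versus controls, or a plate z-score of at least 8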;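 also: Pro5 are CHO cells carrying HIG-tagged alpha-DG that lacks glycosylation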
Vif inh: HIV Vif self-association inhibitors, primary screen, imaging, HEK293T, single point | HEK293T cells, Vif self-association by quenched fluorescence, 24 h | inhibition, % at 7.49 µM | hit rate 0.35% among 340,000; in the data active = inhibition above about 50%, passing the limit was not always enough; also: some results filed as inactive read as strong as hits
CaV13 FRET inh: Disruptors of the CACNA1D IQ motif to Ca2+-dependent inactivation inhibitor domain association, primary screening, Förster resonance energy transfer in intact living …; HEK cells, CFP/YFP FRET ICDI-IQ, plate reader, 10 min; percent FRET-ratio fall versus neutral wells; inhibition, % at 12.3 µM; hit rate 0.098% among 340,000; AID 743397;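 active = mean replicate inhibition of at least 30% and at least 1% of replicates passing that level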;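 also: 0% = median of the neutral control wells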
HTR2A ag: mouse Htr2a agonists via beta-arrestin recruitment, primary screen, cell-based, luminescence; hit rate 0.66% among 360,000; AID 624169, 2012; activation, % at 7.6 µM; 5-hydroxytryptamine receptor 2A (Mus musculus), P35363; CHO-K1 mHTR2A beta-arrestin complementation; percent of 30 µM serotonin response;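 active = activation above a run cutoff, the mean activation of all tested compounds plus 3 SD, cut at about 14% in these data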;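 also: 0% = plate median of compound wells and 100% = 30 µM serotonin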
N-glyco inh: increase of ERlucT glycosylation luciferase signal, primary screen, N-linked glycosylation inhibitor project, D54 ERlucT cells, luminescence, set 2. D54 ERlucT glycosylation luciferase reporter, 24 h; percent of 100 nM tunicamycin response. hit rate 0.23% among 360,000. reporter increase, % at 12.5 µM;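 active = mean luciferase reporter signal, scaled so untreated is 0 and the glycosylation-blocking control 100, at or above a set limit in every replicate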;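 also: luciferase carries N-glycosylation sites so blocking glycosylation raises the light; 0% = median of neutral control wells and 100% = median of 100 nM tunicamycin wells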
PDI turbidity: inhibitors of human PDI, primary screen, biochemical, turbidity, single point, plate reader; PDI insulin aggregation turbidity, A650, 90 min; Protein disulfide-isomerase (Homo sapiens), P07237; AID 588391, 2011; hit rate 0.052% among 350,000; inhibition, % at 10 µM;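 active = mean inhibition across replicates of 30% or more, whatever share of single replicates reach that level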;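 also: absorbance from insulin aggregation driven by PDI reduction with DTT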
Target sequence (P07237 whole entry, looked up): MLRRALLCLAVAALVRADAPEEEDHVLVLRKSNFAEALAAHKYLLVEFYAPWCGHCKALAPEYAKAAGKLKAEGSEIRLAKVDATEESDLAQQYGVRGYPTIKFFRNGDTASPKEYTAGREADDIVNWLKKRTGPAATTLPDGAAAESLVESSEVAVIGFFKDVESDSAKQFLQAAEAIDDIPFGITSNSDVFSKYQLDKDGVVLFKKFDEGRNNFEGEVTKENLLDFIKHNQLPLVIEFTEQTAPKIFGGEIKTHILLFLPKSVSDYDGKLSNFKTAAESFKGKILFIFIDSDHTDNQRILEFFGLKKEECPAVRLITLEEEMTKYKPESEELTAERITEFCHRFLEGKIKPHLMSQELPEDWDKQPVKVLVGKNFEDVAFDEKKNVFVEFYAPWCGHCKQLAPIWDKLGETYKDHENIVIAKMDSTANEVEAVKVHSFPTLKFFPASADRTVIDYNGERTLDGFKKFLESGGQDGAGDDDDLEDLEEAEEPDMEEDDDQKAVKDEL
MC4R ag barr: MC4R agonists recruiting beta-arrestin, primary screen, cell-based, luminescence, agonist arm of biased-ligand search | U2OS MC4R beta-arrestin complementation; percent of melanotan II response, DMSO zero | Melanocortin receptor 4 (Homo sapiens), P32245 | hit rate 0.98% among 360,000 | activation, % at 8.9 µM;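 active = activation above a per-plate cutoff, the mean activation of sample wells on that plate plus 3 SD, cut at about 8% in these data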
ABCB6 inh 2: ABCB6 transporter inhibitors, primary screen, K562-ABCB6 cells, flow cytometry, MLPCN library; ATP-binding cassette sub-family B member 6 (Homo sapiens), Q9NP58; K562-ABCB6 porphyrin accumulation, 1 h; active compounds read low; fluorescence ratio to DMSO, % at 10 µM; hit rate 0.19% among 360,000; AID 602162, 2011;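 active = fluorescence ratio to DMSO below 75%, the collection mean minus 3 SD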;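 also: signal is porphyrin accumulated inside mitochondria; 100% equals median channel fluorescence of DMSO control wells; lower ratio means ABCB6 inhibition with less porphyrin fluorescence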
An asterisk follows results filed as active; . = not tested or not shown.

SMILES	Cardio protect	MC4R antagonist	aDG glyco up	Vif inh	CaV13 FRET inh	HTR2A ag	N-glyco inh	PDI turbidity	MC4R ag barr	ABCB6 inh 2
CC(=O)N(Cc1ccco1)C1(C(=O)NC2CCCCC2)CCCCC1	6	4	0.2	7	-1	1	-1	-7	-0.3	88
CC(C)=CCSc1nnc([C@@H](NC(=O)OC(C)(C)C)C(C)C)o1	-5	18	0.8	-17	-4	4	-2	0	4.5	93
CC1Cc2cc(S(=O)(=O)CCC(=O)NCc3ccco3)ccc2N1C(=O)C1CC1 (stereo unspecified)	5	-8	0.0	0	-15	-4	8	14	-1.8	104
Cc1ccc2[nH]c(O)c(N=NC(=O)C3CC3c3ccccc3)c2c1Br (stereo unspecified)	-4	8	-0.3	-1	-6	2	-1	3	18*	96
CCCNC(=O)C1(C)CCCN(Cc2cc(-c3ccccc3)n(C)n2)C1 (stereo unspecified)	2	2	0.1	-5	-7	6	-5	-2	-1.8	96
CC(=O)Nc1cccc(-c2ccnc3c2CC(C(=O)NCCC(F)(F)F)O3)c1 (stereo unspecified)	2	-3	-0.1	13	-6	-1	16	0	-0.7	100
COC(=O)c1ccc(COc2ccccc2/C=C(\C#N)C(=O)Nc2ccc(C)cc2)cc1	-13	-22	0.0	6	-9	0	21	0	0.7	95
Cc1onc(-c2c(F)cccc2Cl)c1C(=O)OCC(=O)Nc1cccc(S(=O)(=O)N(C)C)c1	-4	7	0.0	-15	-3	-5	-4	4	-0.7	103
S=C(NCC1CCCO1)N1CCc2ccccc2C1 (stereo unspecified)	0	6	-0.3	-5	.	4	-2	6	1.7	102
Cn1cccc1C1C(C#N)=C(N)OC2=C1C(=O)CC(C)(C)C2 (stereo unspecified)	-2	21	0.0	0	-3	1	3	2	0.5	98
COc1ccccc1CC(=O)O/N=C(\N)c1cccc([N+](=O)[O-])c1	-2	-3	-0.4	-8	-5	-9	2	-3	0.1	102
Cc1ccc(CCNC(=O)c2ccc(CS(=O)(=O)c3ccccc3C)o2)cc1	5	16	-0.1	-6	-3	3	-4	-7	-1.4	103
Cc1ccc(-c2nc3cccnc3s2)cc1NS(=O)(=O)c1cccs1	4	2	0.4	0	-3	3	3	.	-0.1	92
Cc1ccc2nc(NC(=O)c3ccc(S(=O)(=O)N4CCCc5ccccc54)cc3)sc2c1	-7	11	-0.1	0	-4	-1	-2	-1	7.5	95
CCOCCCNC(=O)C1(O)c2ccccc2NC(=O)N1c1ccc(Cl)cc1 (stereo unspecified)	-3	4	-0.1	9	-16	1	0	-6	0.1	103
COc1ccccc1C(=O)NC(=O)COC(=O)CN1C(=O)NC(C)(C)C1=O	6	19	-0.1	.	-6	6	1	5	-3.6	97
CN(C)S(=O)(=O)c1cccc(C(=O)Nc2ccccc2[N+](=O)[O-])c1	4	20	0.1	11	-3	0	-1	2	0.5	108
CCN(CC)CCN1C(=O)C(=O)/C(=C(/O)c2ccc(OC(C)C)cc2)C1c1cccs1 (stereo unspecified)	-5	16	0.1	-8	-3	0	-2	1	-1.0	97
CN1CCC(N(C)C(=O)c2cc(S(=O)(=O)N(C)c3ccccc3)ccc2Cl)CC1	0	11	-0.4	-6	-2	-5	0	0	1.3	96
Cc1ccc(NC2CCCN(C(=O)c3cc(C(C)C)nn3C)C2)cc1C (stereo unspecified)	-2	9	-0.1	-2	-4	-10	1	6	0.3	101
O=[N+]([O-])c1ccccc1N/N=C/c1cc2ccccc2nc1Cl	-5	15	-0.3	.	-9	-1	5	-2	1.6	97
COc1ccc(C(=O)N2CC(=O)Nc3ccc(F)cc3C2c2ccccc2)cc1 (stereo unspecified)	4	10	-0.1	4	-3	-15	-1	-2	-2.0	109
O=C(Nc1nnc(-c2ccncc2)s1)C1CCCO1 (stereo unspecified)	0	7	0.1	-8	-9	2	-2	-7	0.1	99
COCCn1c(SCC(=O)Nc2cccnc2Cl)nc2ccccc2c1=O	2	5	0.2	-1	-8	-9	2	7	-3.3	97
COc1ccc(CNC(=O)CCc2c(C)nc3ncnn3c2C)cc1	5	8	-0.3	7	-4	0	1	-6	-0.4	100

New compounds follow.
SMILES	Cardio protect	MC4R antagonist	aDG glyco up	Vif inh	CaV13 FRET inh	HTR2A ag	N-glyco inh	PDI turbidity	MC4R ag barr	ABCB6 inh 2
O=[N+]([O-])c1cccc(/C=N/Nc2cc(Cl)nc(-c3ccccc3)n2)c1	-39	12	3.0	2	0	5	2	-1	-0.8	97
Cc1ccccc1C(=O)Nc1ccnn1C1CCN(Cc2c(C)n(C)c3ccccc23)CC1	3	1	-0.1	-3	-3	6	-4	2	-0.3	96
O=C(Nc1nc(-c2ccc(Cl)s2)cs1)c1ccccc1	-6	3	0.0	.	-6	0	1	11	-0.8	96
O=C(Nc1ccc(Br)cc1)c1cc2ccccn2n1	-10	-2	-0.1	5	12	-4	-11	4	-3.1	93
Cn1c(Cn2c(=O)sc3ccccc32)nnc1SCc1ccccc1	4	14	0.1	-2	-3	-2	1	.	-1.8	102
CCc1cccc(C)c1NC(=O)c1cc(C)oc1C	1	0	-0.1	7	-3	4	3	3	-1.0	99
CC(=O)OCc1c(COC(C)=O)[n+](=O)c2ccccc2n1[O-]	12	3	0.1	-2	-5	-2	5	1	0.0	95
C=CCNC(=S)/N=c1/ccccn1Cc1ccccc1	-18	-7	0.1	8	9	10	-1	0	-0.1	96
Cc1cc(N2CCOCC2)nc(-c2ccccc2O)n1	-3	-10	0.0	3	-3	-2	1	0	-0.8	107
CCOC(=O)Cc1nnc(NC(=O)C2CCCCC2)s1	-7	12	0.0	2	6	2	3	3	0.2	100
O=C(CC1c2ccccc2Oc2ccccc21)N1CCN(c2ccccn2)CC1	2	14	0.2	-6	-8	4	-2	5	2.0	99
COc1ccc(C(=O)NCC(=O)OCC(=O)NCc2ccc3c(c2)OCO3)cc1	-2	14	-0.2	5	-10	-8	2	-5	-1.0	99
Cn1cnnc1SCC(=O)NC1CCCN(Cc2ccc(Cl)cc2)C1 (stereo unspecified)	0	-1	-0.5	1	-5	8	0	-3	0.2	98
COc1ccc(/C(N)=N/OC(=O)c2ccc3c(c2)OCO3)cc1	-20	0	0.3	15	-16	-2	-3	-12	0.2	87
CC(C)C[C@H](NC(=O)c1nc[nH]c1C(=O)N1CCc2ccccc2C1)C(=O)OCc1ccccc1	-5	10	-0.2	1	-5	1	-2	0	3.4	99
Cc1ccc(NC(=O)CSc2nnc(COc3ccccc3C)o2)cc1	-8	1	-0.2	7	-6	40*	3	-1	3.5	102
COc1cccc2c(=O)c(C(=O)NCc3cccs3)c[nH]c12	0	-13	-0.1	1	-5	-2	3	2	1.2	99
O=S(=O)(c1ccccc1)N1CCN(CCO)CC1	2	-7	-0.1	4	-21	0	0	5	-1.6	97
COc1ccc(-c2nc(N)n(C(=O)c3cccs3)n2)cc1	-1	5	0.2	-1	-3	3	4	4	-1.2	98
CCCNC(=O)NC(=O)CSc1ccc(C)cc1C	-1	13	-0.1	3	-4	2	1	-4	-1.0	111
COC(=O)CC1C(=O)NCCN1C(=O)c1c(F)cccc1F (stereo unspecified)	1	1	0.1	8	-3	-7	1	-2	-0.9	99
CCOc1ccc(N2C(=O)CC(NCc3ccc(F)cc3)C2=O)cc1 (stereo unspecified)	-15	1	0.0	20	-1	-4	1	2	-1.2	102
Cc1c(-c2ccccc2)oc2c(C(=O)N3CCN(c4ccccc4F)CC3)cccc2c1=O	34	-3	0.0	0	-12	0	-7	-5	-2.9	96
COc1cccc(C(N)=O)c1OC(=O)Cc1ccccc1F	2	1	0.2	-3	-14	4	-1	11	0.1	98
O=C(COc1ccccc1Cc1ccccc1)NCCCN1CCOCC1	-3	2	0.1	-1	2	3	-3	0	-2.1	95
CCC(=O)Nc1cccc(-c2nnc(-c3cccc(NC(=O)CC)c3)o2)c1	85*	7	-0.3	-12	-9	2	2	-5	0.5	99
CCOc1ccc(N(CC(=O)NC2CCCCC2)C(=O)CCC(=O)Nc2nccs2)cc1	9	12	0.0	1	-4	-2	2	-5	-0.8	99
COc1ccc(C(=O)NN2CCCCC2)cc1OC	14	-3	-0.1	-8	-9	-2	0	4	-0.7	106

Just ABCB6 inh 2, N-glyco inh and Vif inh, for some of the entries so far:
mol,ABCB6 inh 2,N-glyco inh,Vif inh
CC(=O)OCc1c(COC(C)=O)[n+](=O)c2ccccc2n1[O-],95,5,-2
O=C(CC1c2ccccc2Oc2ccccc21)N1CCN(c2ccccn2)CC1,99,-2,-6
CCOC(=O)Cc1nnc(NC(=O)C2CCCCC2)s1,100,3,2
Cc1ccccc1C(=O)Nc1ccnn1C1CCN(Cc2c(C)n(C)c3ccccc23)CC1,96,-4,-3
Cc1cc(N2CCOCC2)nc(-c2ccccc2O)n1,107,1,3

Single records, from the list above. Values in the order: Cardio protect, MC4R antagonist, aDG glyco up, Vif inh, CaV13 FRET inh, HTR2A ag, N-glyco inh, PDI turbidity, MC4R ag barr, ABCB6 inh 2
Listed for O=S(=O)(c1ccccc1)N1CCN(CCO)CC1 → 2, -7, -0.1, 4, -21, 0, 0, 5, -1.6, 97
Listed for O=C(Nc1ccc(Br)cc1)c1cc2ccccn2n1 → -10, -2, -0.1, 5, 12, -4, -11, 4, -3.1, 93
Listed for O=C(COc1ccccc1Cc1ccccc1)NCCCN1CCOCC1 → -3, 2, 0.1, -1, 2, 3, -3, 0, -2.1, 95
